Source: PubChem
L3MBTL1 block – L3MBTL1 (human) inhibition; Q9Y468; AlphaScreen L3MBTL1–H3K9me1 peptide binding; Potency, µM (doses to about 57.1 µM), for the others: top-dose activity, negative = inhibition, usual class: inhibitors; 0.66% of 230,000 active; active = well fitted inhibition curve with a large enough effect; inconclusive = small, poorly fitted or top-dose-only effect; inactive = no such curve, though single readings can be large or run the other way; note: nearly all actives have a fitted effect of over 60% in size
Target sequence (Q9Y468 whole entry, looked up): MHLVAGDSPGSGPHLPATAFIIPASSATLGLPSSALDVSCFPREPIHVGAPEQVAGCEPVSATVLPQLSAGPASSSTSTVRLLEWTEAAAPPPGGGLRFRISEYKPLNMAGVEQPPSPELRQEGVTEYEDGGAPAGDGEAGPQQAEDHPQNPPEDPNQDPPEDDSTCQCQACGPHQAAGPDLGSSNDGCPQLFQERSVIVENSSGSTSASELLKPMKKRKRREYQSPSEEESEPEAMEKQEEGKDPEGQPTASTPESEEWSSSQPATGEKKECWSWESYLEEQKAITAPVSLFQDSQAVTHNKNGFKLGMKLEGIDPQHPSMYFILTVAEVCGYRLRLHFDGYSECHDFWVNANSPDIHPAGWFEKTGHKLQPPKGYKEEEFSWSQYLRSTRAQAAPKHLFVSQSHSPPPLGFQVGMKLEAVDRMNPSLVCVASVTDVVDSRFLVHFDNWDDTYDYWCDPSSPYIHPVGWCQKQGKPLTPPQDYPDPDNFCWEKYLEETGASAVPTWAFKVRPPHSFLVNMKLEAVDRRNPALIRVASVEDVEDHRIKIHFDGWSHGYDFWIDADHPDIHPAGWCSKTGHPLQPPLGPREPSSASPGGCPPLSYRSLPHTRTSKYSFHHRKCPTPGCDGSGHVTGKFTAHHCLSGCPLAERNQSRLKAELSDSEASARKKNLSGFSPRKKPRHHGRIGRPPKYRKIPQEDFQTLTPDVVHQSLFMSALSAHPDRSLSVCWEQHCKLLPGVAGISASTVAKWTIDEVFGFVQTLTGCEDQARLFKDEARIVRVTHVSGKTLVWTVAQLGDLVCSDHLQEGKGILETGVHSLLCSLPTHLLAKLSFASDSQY
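Displacement of a biotinylated histone H3(1-15) peptide monomethylated at Lys9 (75 nM) from L3MBTL1 (50 nM) was measured by AlphaScreen after a 30 min room-temperature compound incubation; cefsulodin titration served as intraplate control.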
* = called active by the depositor; u = inconclusive; [ ] = remark or other dose. % is set by controls: 0 for no effect and ±100 for the full control effect; potency is the fitted concentration of half-maximal effect. The list is partial. The share of hits here may be higher or lower than overall.

SMILES	L3MBTL1 block
CC(OC(=O)Cc1c[nH]c2ccccc12)C(=O)Nc1ccc(S(N)(=O)=O)cc1 (stereo not drawn)	u
CC(=O)c1cccc(NC(=O)CN2CCc3cc4c(cc3C2)OCCCO4)c1	-9.8%
COc1cc2cc(CCOC(=O)CCCC(=O)O)oc(=O)c2cc1OC	-5.3%
CCC(CO)Oc1cc(NC(=O)c2ccccc2C)c2ncn(C(C)C)c2c1 (stereo not drawn)	1.2%
CC1CN(C(=O)CCC(=O)NCc2ccccc2Cl)c2ccccc2S1 (stereo not drawn)	-3.4%
COc1ccc(C2(C)NC(=O)N(CC(=O)c3cc(C)n(C4CC4)c3C)C2=O)cc1OC (stereo not drawn)	-4.7%
CCOC(=O)c1ccccc1NC(=O)COC(=O)Cc1ccccc1F	40.8%[activator]
O=C(CSc1ccccc1F)NNC(=O)c1cncc(Br)c1	3.0%
CCn1c(SCC(=O)Nc2cccc(OC)c2)nc2ccccc2c1=O	-2.1%
Cc1nn(CC(=O)N(C)C2CCS(=O)(=O)C2)c(C)c1S(=O)(=O)N(C)C (stereo not drawn)	1.4%
O=C1CC2(CCN(C(=O)COc3ccccc3)CC2)Oc2ccccc21	4.0%
NC(=O)C1CCCN(C(=O)c2ccc(NC(=O)c3cccs3)cc2)C1 (stereo not drawn)	-0.7%
O=C(CSC1=NS(=O)(=O)c2cc(F)ccc2N1)NCc1ccccc1Cl	-5.8%
CC(Oc1cccc(Cl)c1)C(=O)Nc1cc(S(=O)(=O)N2CCCCC2)ccc1N1CCOCC1 (stereo not drawn)	-7.9%
C=CC[C@H](CC(=O)OC(C)(C)C)C(=O)OC[C@H]1CCCN1C(=O)[C@H](CC=C)CC(=O)N(CCO)Cc1ccccc1	-0.6%
Cc1ccc(CN2CC(C(=O)Nc3ccccc3N3CCCC3)CC2=O)cc1 (stereo not drawn)	0.5%
COc1cccc(OC)c1C(=O)Nc1sc2c(c1C(N)=O)CCN(Cc1ccccc1)C2	0.4%
COc1ccc(S(=O)(=O)N2CCN(C(=O)[C@@H]3CCCN3C(=O)c3cccs3)CC2)cc1	0.2%
CCCOc1ccc(C2C3=C(CCCC3=O)N(CC(=O)O)C3=C2C(=O)CCC3)cc1OCC	0.7%[2.29 µM]
C[C@@H]1CN([C@H](C)CO)C(=O)c2cc(NC(=O)Nc3ccc(C(F)(F)F)cc3)ccc2O[C@H]1CN(C)S(=O)(=O)c1ccc(Cl)cc1	-7.6%
CCCCCN(C(=O)COC(=O)Cc1c(C)nc2ccccc2c1C)c1c(N)n(CCCC)c(=O)[nH]c1=O	8.4%
O=C(COC(=O)c1cccs1)Nc1cccc(Cl)c1	10.0%
COc1cc(/C=C/C(=O)OCC(=O)Nc2cc(C)on2)ccc1OCC#N	17.9%
COc1ccc(CCN(C)C(=O)c2ccc(C)c(S(=O)(=O)N3CCCCC3)c2)cc1OC	-0.6%
COc1ccc(/C=C/C(=O)OCC(=O)NC2CCCCC2C)c(OC)c1 (stereo not drawn)	-0.7%

Taken from above.
L3MBTL1 block with CC(Oc1cccc(Cl)c1)C(=O)Nc1cc(S(=O)(=O)N2CCCCC2)ccc1N1CCOCC1 (stereo not drawn) stands at -7.9%
L3MBTL1 block with O=C(COC(=O)c1cccs1)Nc1cccc(Cl)c1 stands at 10.0%
L3MBTL1 block with O=C(CSC1=NS(=O)(=O)c2cc(F)ccc2N1)NCc1ccccc1Cl stands at -5.8%
L3MBTL1 block with NC(=O)C1CCCN(C(=O)c2ccc(NC(=O)c3cccs3)cc2)C1 (stereo not drawn) stands at -0.7%

Other structures follow.
SMILES	L3MBTL1 block
Cc1cc(C)cc(C(=O)NCCCN2CCOCC2)c1	0.1%[2.29 µM]
Cc1cccc(NC(=O)c2cc3ccccc3oc2=O)c1	1.4%[2.29 µM]
CN(C(=O)c1cccc(NC(=O)Cc2ccc([N+](=O)[O-])cc2)c1)C1CCCCC1	-4.0%
CC(=O)Nc1cccc(C(=O)OCC(=O)NC2CCCCCCC2)c1	5.9%
COc1ccc(CCC(=O)NCC(c2ccco2)N2CCc3ccccc32)cc1 (stereo not drawn)	-10.6%
O=C(Cn1cc([N+](=O)[O-])ccc1=O)NCC1COc2ccccc2O1 (stereo not drawn)	-7.5%
O=C1c2ccc(-c3ccc(F)cc3OCc3ccccc3)cc2S(=O)(=O)c2cccc(C(=O)N3CCN(c4ncc(Br)cn4)CC3)c21	-0.8%
Cc1cccn2c(=O)c3cc(C(=O)N4CCN(Cc5ccccc5)CC4)sc3nc12	18.1%
CCOc1cc(CNCc2cc(OC)cc(OC)c2)ccc1OC	-2.7%
Cc1cccc(C(=O)NCC(=O)N2CCN(c3ccccn3)CC2)c1	7.6%
O=C(CN1c2cccc3cccc(c23)S1(=O)=O)N1CCN(c2ccc(F)cc2)CC1	-7.3%
C[C@H](CO)N1C[C@H](C)[C@@H](CN(C)C(=O)Nc2ccc(C(F)(F)F)cc2)Oc2ccc(NC(=O)CCC(F)(F)F)cc2C1=O	1.7%
Cc1ccccc1C(=O)NC(=S)N(Cc1ccccc1)c1ccccn1	7.4%
O=C(COC(=O)Cc1c(F)cccc1Cl)Nc1nnc(-c2ccccc2)o1	13.2%
COc1ccc(CCNS(=O)(=O)CCNC(=O)c2ccccc2)cc1	4.2%
CN(C)CCCNC(=O)C[C@H]1C[C@H](C(=O)N2CCOCC2)[C@@]2(C)c3[nH]c4cc(CCC(=O)N(C)C)ccc4c3CCN2C1=O	8.1%
Cc1ccccc1N=C1SCCN1C(=O)CN1C(=O)NC2(CCCC2)C1=O	4.1%
COc1ccc(S(=O)(=O)N(C)C[C@H]2Oc3c(NC(=O)Nc4c(C)noc4C)cccc3C(=O)N([C@@H](C)CO)C[C@H]2C)cc1	-1.5%
CSCC[C@H](NS(=O)(=O)c1ccc(C)cc1)C(=O)N1CCC(C(=O)N[C@H](C(=O)O)c2ccccc2)CC1	4.2%
COc1ccc(C(=O)COC(=O)[C@@H](NS(=O)(=O)c2ccccc2)C(C)C)cc1	1.5%
Cc1nc2c(cc1NC(=O)c1ccccc1)nc(C)n2Cc1ccccc1	-2.1%
CCOC(=O)[C@@H]1[C@H]2COc3cc(OC)ccc3[C@@H]2N2C(=O)N(c3ccccc3)C(=O)[C@@]12C	2.2%
CC(C)c1ccc(CSc2ccc(S(=O)(=O)N3CCOCC3)cn2)cc1	3.1%
COc1ccc(-c2cn3c(C)c(C(=O)N4CCc5ccccc5C4)sc3n2)cc1	u
CCOC(=O)C1=C(COC(=O)C(C)(C)Oc2ccc(Cl)cc2)NC(=O)NC1C (stereo not drawn)	-4.4%
New compounds follow.
SMILES	L3MBTL1 block
CCOCCCNC(=O)CN1CCN(S(=O)(=O)c2ccc3c(c2)CCC3)CC1	-1.7%
O=C1CCC(C(=O)Nc2ccccc2N2CCCC2)=NN1	-17.6%
CCN(CC(=O)Nc1ccccc1C(F)(F)F)C(=O)c1cccc(N2C(=O)CCC2=O)c1	-0.2%
CCCCn1c(N)c(N(CCOC)C(=O)c2cc(S(=O)(=O)N3CCCCC3)ccc2C)c(=O)[nH]c1=O	-0.3%
COc1ccc(Br)cc1/C=C/C(=O)OCC(=O)NCCc1ccc(S(N)(=O)=O)cc1	-0.5%
Cc1ccc(-n2c(-c3ccc(Cl)cc3)n[nH]c2=S)cc1	-2.5%
N=c1oc2cc(O)ccc2cc1C(=O)Nc1ccc(Br)cc1	0.2%
O=C(O)CC(Cc1ccccc1)(C(=O)O)c1ccccc1 (stereo not drawn)	2.2%
COc1cccc(C(=O)O[C@H]2[C@H](Cc3ccccc3)NS(=O)(=O)[C@H]3C[C@@H]4C=C[C@]23O4)c1	15.3%
CC(C)Cn1c(C23CC4CC(CC(C4)C2)C3)n[nH]c1=S	-4.4%
COc1ccc(S(=O)(=O)NC2CC(=O)N(c3ccc4c(c3)OCCO4)C2)cc1 (stereo not drawn)	-2.0%
CC1CCCCC12NC(=O)N(CC(=O)c1ccc3c(c1)OCO3)C2=O (stereo not drawn)	1.6%
CCN(C(=O)Cc1ccc(NC2=NC3CS(=O)(=O)CC3S2)cc1)c1ccccc1 (stereo not drawn)	-2.9%
O=C(c1cc2ccccc2o1)N1CCN(S(=O)(=O)c2ccc(F)c(F)c2F)CC1	4.2%
COc1ccc(OC)c(C(=O)NC(CC(N)=O)c2ccc(NCc3ccccn3)c([N+](=O)[O-])c2)c1 (stereo not drawn)	-7.7%
COc1ccc(C(=O)N(C)C2CCCCC2)cc1S(=O)(=O)N1CCOCC1	-1.9%
C[C@H](CO)N1C[C@H](C)[C@@H](CN(C)C(=O)NC2CCCCC2)Oc2c(NS(=O)(=O)c3ccccc3)cccc2C1=O	-1.4%
CC1CCCC(C)N1CCCNC(=O)c1ccc2nc(N3CCOCC3)sc2c1 (stereo not drawn)	-4.3%
Nc1c(N(Cc2ccco2)C(=O)COc2ccccc2Cl)c(=O)[nH]c(=O)n1Cc1ccccc1	-0.9%
CCC(=O)Nc1nnc(S(=O)(=O)N2CCCC2)s1	5.7%
COc1ccc(C2C(C(C)=O)=C(O)C(=O)N2c2ccc(Br)cc2)cc1 (stereo not drawn)	37.3%[activator]
O=C(NCCS(=O)(=O)N1CCN(c2ccccc2F)CC1)c1ccc2c(c1)OCO2	3.8%
CN(c1ccc(F)cc1)S(=O)(=O)c1ccc(Cl)c(C(=O)NC2(C)CCS(=O)(=O)C2)c1 (stereo not drawn)	1.1%
COc1ccc(S(=O)(=O)N2CCCCC2)cc1NC(=O)C1COc2ccccc2O1 (stereo not drawn)	-10.4%
NC(=O)c1cc([N+](=O)[O-])ccc1NCc1cccc([N+](=O)[O-])c1	-4.3%

Pulled by compound from the list above, 5 records:
SMILES	L3MBTL1 block
CC(C)Cn1c(C23CC4CC(CC(C4)C2)C3)n[nH]c1=S	-4.4%
COc1ccc(OC)c(C(=O)NC(CC(N)=O)c2ccc(NCc3ccccn3)c([N+](=O)[O-])c2)c1 (stereo not drawn)	-7.7%
CC(C)c1ccc(CSc2ccc(S(=O)(=O)N3CCOCC3)cn2)cc1	3.1%
CC1CCCC(C)N1CCCNC(=O)c1ccc2nc(N3CCOCC3)sc2c1 (stereo not drawn)	-4.3%
COc1cc(/C=C/C(=O)OCC(=O)Nc2cc(C)on2)ccc1OCC#N	17.9%

Next part.
SMILES	L3MBTL1 block
O=C(COC(=O)Cc1ccc(S(=O)(=O)N2CCOCC2)s1)Nc1ccc([N+](=O)[O-])cc1	u
COc1ccccc1N1CCN(C(=O)CCC(=O)N2CCN(c3ccc(F)cc3)CC2)CC1	33.5%[activator]
CC(=O)N1CCc2c(sc(NC(=O)CCS(=O)(=O)c3ccc(C)cc3)c2C(N)=O)C1	-1.5%
COc1ccccc1C(CNC(=O)c1ccc(OCc2c(C)noc2C)cc1)N1CCCC1 (stereo not drawn)	2.3%
CC(=O)Nc1ccc(NC(=O)COC(=O)COc2ccc3ccccc3c2)cc1	3.0%
COC(=O)CC1C(=O)NCCN1C(=O)c1cc([N+](=O)[O-])ccc1Cl (stereo not drawn)	1.7%
COc1ccc2[nH]c3c(c2c1)CCN1C(=O)N([C@@H](C)C(=O)NC2CCCC2)C(=O)[C@]31C	-22.1%
O=C(NC1CCCCC1)c1n[nH]c2c1CCCCC2	-10.2%
O=C(COC(=O)c1ccc2ccccc2n1)Nc1ccccc1Br	6.2%
CC1=NN(C(C#N)c2ccc(F)cc2)C(c2ccccc2)C1 (stereo not drawn)	-14.5%
CCOC(=O)C1CCN(S(=O)(=O)CCNC(=O)c2ccc3c(c2)OCO3)CC1	2.0%
CCOc1ccccc1NC(=S)N1CCN(c2ccccc2)CC1	-5.8%
COc1ccc(-n2nnnc2SCC(=O)Nc2c(C)n[nH]c2C)cc1	-6.9%
Cc1cc(C)cc(N(CCC#N)C(=O)COC(=O)C2CCN(c3ccc(C(F)(F)F)cn3)CC2)c1	-1.8%
N#Cc1ncc(Cc2ccccc2)nc1C#N	-12.5%
COc1ccc(OCC(=O)Nc2cc(S(=O)(=O)N3CCCC3)ccc2OCC(F)(F)F)cc1	-5.6%
COc1ccc(S(=O)(=O)N2CCCCCC2)cc1NC(=O)Cc1n[nH]c(=O)c2ccccc12	0.5%
O=C(CC1C[C@H](C(=O)N2CCCCC2)[C@@]2(CCc3ccccc3)c3[nH]c4ccccc4c3CCN2C1=O)NCCC1=CCCCC1 (stereo partly drawn)	-1.5%
CN(C)c1cccc(Oc2nc3c(c(=O)n(C)c(=O)n3C)n2C)c1	-20.5%
CN(C)C(=O)c1cn(CCC#N)nc1-c1ccc2ccccc2c1	0.7%
CCCCCCSc1cc(-c2nc3cc(C)ccn3c2NC2CCCCC2)ccc1OC	-9.6%
C=CCn1c(SCC(=O)N(CCC)C2CCS(=O)(=O)C2)nnc1-c1ccccc1OC (stereo not drawn)	6.5%
COc1cc(Cl)c(C)cc1NC(=O)Cc1cccs1	10.7%
CCc1ccc(S(=O)(=O)Nc2ccncc2)cc1	46.5%[activator]
CCCCNC(=O)Cn1nc(C)c(S(=O)(=O)N2CCOCC2)c1C	-1.7%
(list continues)
SMILES	L3MBTL1 block
C#CCOCCOCCOCCNc1nc(N2CCN(C(=O)Cn3cc(CCCCN)nn3)CC2)nc(N2CCN(C(=O)[C@H]([C@@H](C)CC)n3cc(CCCCN)nn3)CC2)n1	-0.7%
COc1ccc(NC(=O)c2ccccc2Oc2ccccc2)c(OC)c1	2.3%
COCCN(C(=O)COC(=O)Cc1cccc(OC)c1)c1c(N)n(Cc2ccccc2)c(=O)[nH]c1=O	6.2%
CC(C)CN(C(=O)COC(=O)CCC(=O)c1ccc(F)cc1)c1c(N)n(Cc2ccccc2)c(=O)[nH]c1=O	4.6%
CCN(CC)c1ccc(S(=O)(=O)N2CCOCC2)cc1NC(=O)Nc1ccccc1	-9.7%
CCOC(=O)C1=CNS(=O)(=O)NC1c1ccc(C[C@H](NC(=O)CNC(=O)CCc2ccccc2)C(N)=O)cc1 (stereo partly drawn)	u
CC(C)=CCC/C(C)=C/CNC(=O)C[C@H]1C[C@H](C(=O)N2CCCCC2)[C@@]2(CCc3ccccc3)c3[nH]c4cc(-c5ccco5)ccc4c3CCN2C1=O	4.4%
CCCn1c(N)c(C(=O)CSc2n[nH]c(-c3ccc(C)cc3)n2)c(=O)[nH]c1=O	-9.5%
